beta cell repl – MIN6 beta-cell proliferation induction. MIN6 cells proliferation, ATPlite luminescence, 48 h; cells starved in 0.2% serum; 100% = growth in 10% serum. proliferation, % at 10 µM. actives 0.29% (n = 330,000);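 active = compounds whose signal lies at least 3.5 SD above the mean of all wells on their plate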;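 note: 0% = DMSO-treated cells in low-serum medium and 100% = 10% serum control; some compounds called inactive have numbers as strong as hits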
A3A deaminase – blocks human APOBEC3A ssDNA deamination; P31941; recombinant A3A, FAM/TAMRA ssDNA deamination fluorescence; inhibition, % at 20 µM; actives 0.41% (n = 330,000); AID 493011;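 active = at least 40% inhibition at 20 µM here, with at most 30% in a related deaminase screen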;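 note: plate controls were A3A with DMSO for no effect and wells lacking A3A enzyme for full effect; some results filed as inactive read as strong as hits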
Target sequence (P31941 whole entry, looked up): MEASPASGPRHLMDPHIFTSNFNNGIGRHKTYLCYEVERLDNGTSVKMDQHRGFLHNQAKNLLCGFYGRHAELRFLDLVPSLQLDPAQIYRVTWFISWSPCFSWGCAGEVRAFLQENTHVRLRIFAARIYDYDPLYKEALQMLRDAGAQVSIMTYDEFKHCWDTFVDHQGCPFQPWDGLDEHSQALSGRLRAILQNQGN
mIAP activ – increases mouse intestinal alkaline phosphatase activity. muIAP, CDP-Star luminescence, 30 min; stronger effect = higher value; 1 = vehicle-only enzyme signal, 0 = enzyme-free wells. activation factor at 10 µM. actives 0.24% (n = 330,000);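 active = activation factor of at least 2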; note: the source names both 10 and 20 µM as test concentration; values of inactives mirror those of a sister screen read the other way
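also added = chemiluminescent substrate CDP-Star | test system = mouse IAP enzyme | signal = chemiluminescence readout | compound = DMSO-dissolved test compounds | incubation = 30 min at room temperature | benchmarks = DMSO wells, no-enzyme wells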
MPTP block – inhibitors of mitochondrial permeability transition pore; isolated mouse mitochondria, Ca2+ swelling absorbance, 30 min; inhibition, % at 10 µM; actives 1.4% (n = 360,000); AID 602449;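 active = inhibition of 50% or more, scaled per plate between neutral and stimulator controls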;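 note: 0% = DMSO wells given calcium and 100% = 1 mM EGTA wells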
hIAP act – increases human intestinal alkaline phosphatase activity; activation factor at 10 µM; actives 0.16% (n = 330,000); purified human IAP, CDP-Star luminescence, 30 min; stronger effect = higher value; 1 = vehicle-only enzyme, 0 = enzyme-free background; P09923; AID 2524;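 active = activation factor of the enzyme at least 2-fold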; note: the source names both 10 and 20 µM as test concentration; values of inactives mirror those of a sister screen read the other way
Target sequence (P09923 whole entry, looked up): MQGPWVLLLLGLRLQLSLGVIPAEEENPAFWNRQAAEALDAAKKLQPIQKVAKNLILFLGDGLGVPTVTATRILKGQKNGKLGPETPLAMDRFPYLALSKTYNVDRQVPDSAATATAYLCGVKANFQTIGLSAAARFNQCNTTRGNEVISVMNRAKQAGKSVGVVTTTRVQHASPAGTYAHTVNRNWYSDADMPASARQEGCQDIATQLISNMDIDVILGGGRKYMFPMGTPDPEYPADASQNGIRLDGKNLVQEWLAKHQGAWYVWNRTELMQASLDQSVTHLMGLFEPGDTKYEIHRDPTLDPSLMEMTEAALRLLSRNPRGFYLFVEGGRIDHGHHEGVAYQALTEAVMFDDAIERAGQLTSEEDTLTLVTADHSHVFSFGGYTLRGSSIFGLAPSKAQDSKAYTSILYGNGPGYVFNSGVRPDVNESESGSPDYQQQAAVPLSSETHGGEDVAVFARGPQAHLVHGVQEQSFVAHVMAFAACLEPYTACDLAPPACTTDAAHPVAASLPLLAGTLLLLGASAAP
A3G deaminase – blocks human APOBEC3G single-stranded DNA deamination; AID 493012; actives 0.28% (n = 330,000); recombinant A3G, ssDNA deamination FAM/TAMRA fluorescence; inhibition, % at 20 µM; Q9HC16;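 active = inhibition of at least 40% at 20 µM, with no more than 30% in the related APOBEC3A deaminase screen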;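 note: plate controls were DMSO wells with A3G for no effect and wells lacking A3G enzyme for full effect; some compounds called inactive have numbers as strong as hits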
mIAP block – blocks mouse intestinal alkaline phosphatase | purified mouse IAP, CDP-Star luminescence, 30 min | inhibition, % at 10 µM | actives 0.2% (n = 330,000) | AID 2806;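 active = inhibition of at least 40% at 10 µM in the primary screen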;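 note: plate controls were DMSO with enzyme for no effect and no enzyme wells for full effect; values of inactives mirror those of a sister screen read the other way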
NR3A LBD binder – NR3A (human) ligand-binding domain modulation. Tm shift relative to glycine control, % at 25 µM. NR3A LBD differential scanning fluorimetry, Tm shift; 0% = protein alone, 100% = glycine-bound protein. actives 2.5% (n = 340,000);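 active = melting temperature shift of at least 10% of the positive control shift, at one fixed dose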
hIAP block – human IAP inhibition. P09923. purified IAP, CDP-Star luminescence, 30 min. inhibition, % at 10 µM. actives 0.12% (n = 330,000);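 active = inhibition reaching a set limit with compound at 10 µM in the primary screen, cut at about 35% in these data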;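 note: plate controls were DMSO wells with enzyme for no effect and no-enzyme buffer wells for full effect; values of inactives mirror those of a sister screen read the other way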
Active calls of the source: *; / = not tested or not shown.

canonical_smiles	beta cell repl	A3A deaminase	mIAP activ	MPTP block	hIAP act	A3G deaminase	mIAP block	NR3A LBD binder	hIAP block
O=c1cc(Nc2ccc3c(c2)OCCO3)[nH]c(=O)n1-c1ccc(Br)cc1	-3.7	-4.4	0.963	-0.7	0.778	-6.9	3.7	-3.0	22.2
CC(=O)c1ccc(NC(=O)Nc2cccc(Cl)c2)cc1	-3.4	2.9	0.998	101.2*	1.06	2.3	0.2	35.2*	-5.6
Cc1ccc(S(=O)(=O)N2CCN(C3CCC(c4ccccc4)CC3)CC2)cc1 (stereo unspecified)	-4.5	-2.8	0.953	/	0.838	-6.4	4.7	/	16.2
Cc1sc2nc(CN3CCCC3)nc(NCc3ccncc3)c2c1C	-1.9	-5.7	1.04	-1.0	1.05	-10.4	-3.9	-1.1	-5.4
Cc1c(CCOC(=O)C23CC4CC(CC(C4)C2)C3)sc[n+]1CC#N	-5.2	-0.3	0.828	1.1	1.05	-5.2	17.2	-1.3	-4.6
CN(CC(=O)Nc1ccc(OC(F)(F)F)cc1)C1CCCCC1	-0.1	1.5	1.03	1.5	0.955	-7.5	-2.8	1.3	4.5
Cc1ccccc1C(=O)Nc1ccnn1C1CCN(C(C)Cc2ccccc2F)CC1 (stereo unspecified)	-1.2	-2.8	1.12	1.4	1.26	-4.4	-11.6	0.0	-26.0
O=C(CNCc1ccccn1)Nc1ccc([N+](=O)[O-])cc1C(=O)Nc1ccccc1F	1.0	-0.7	0.938	0.1	1.33	-4.9	6.2	-5.9	-32.7
N#CC1C=Cc2ccccc2N1C(=O)c1ccccc1 (stereo unspecified)	0.7	-3.4	1.02	1.6	0.916	-6.5	-2.5	-0.1	8.4
O=C(N/C=C/n1cnc2cc(C(F)(F)F)ccc21)c1ccccc1F	2.3	-4.0	0.959	-1.1	1.08	-6.2	4.1	0.5	-7.8
O=C(Nn1c(-c2ccccc2)nc2ccccc2c1=O)c1cccs1	0.0	1.7	1.01	0.2	0.908	-9.7	-1.3	0.3	9.2
COc1ccc(-c2cn(CCC(=O)NCc3ccc(C)cc3)c(-c3ccncc3)n2)cc1	-1.4	-1.2	1.06	-2.8	0.778	-5.1	-6.3	-0.2	22.2
C=CC[C@@H](CC(=O)OC(C)(C)C)C(=O)OC[C@@H]1CCCN1C(=O)[C@H](CC=C)CC(=O)NCCO	-2.3	-3.1	0.926	-1.9	1.15	-3.2	7.4	-3.1	-15.4
CCOc1ccc(S(=O)(=O)N2CCN=C2c2ccccc2)cc1	-0.3	-2.4	0.994	-0.2	0.9	-5.0	0.6	0.4	10.0
CN(C)CCCN1C(=O)c2oc3ccc(Cl)cc3c(=O)c2C1c1cccnc1 (stereo unspecified)	-0.8	-7.2	0.969	1.2	0.921	-9.1	3.1	2.1	7.9
Cc1ccc(/C=N/NC(=O)c2ccc(Br)o2)s1	0.0	-0.6	0.942	-2.9	0.951	59.3*	5.8	-17.3	4.9
O=S(=O)(c1ccccc1)N1CN(c2ccc(F)cc2F)c2nc3ccccc3nc21	-1.8	-0.5	0.867	2.6	1.01	2.5	13.3	0.7	-1.5
COCCn1c(SCC(=O)Nc2cc(C(C)(C)C)nn2-c2ccccc2)nc2ccccc2c1=O	-1.3	-3.4	1.01	-1.2	1.01	-7.1	-0.6	-2.0	-1.4
CNC(=S)N1CCC(NC(=O)C23CC4CC(CC(C4)C2)C3)CC1	1.0	-5.1	0.952	-1.9	0.878	-5.7	4.8	-0.3	12.2
COc1nccnc1NS(=O)(=O)c1ccc(N/C=C2\CCCCC2=O)cc1	1.2	-4.9	0.973	-0.9	0.885	-9.7	2.7	-0.2	11.5
Cc1onc(-c2ccccc2)c1C(=O)NC(=S)NNC(=O)c1cc(-c2ccc(F)cc2)n[nH]1	-6.0	-4.3	0.847	2.4	1.22	-3.8	15.3	9.6	-21.5
CCn1nnnc1SCC(=O)N(C)C1CCS(=O)(=O)C1 (stereo unspecified)	0.2	-3.2	1	0.7	0.917	-10.4	-0.1	-1.6	8.3
CCc1nn(CC(=O)NCCCc2ccccc2)c(=O)c2cc3c(OC)cccc3n12	-1.9	-3.8	0.961	-2.5	1.23	1.4	3.9	-30.0	-22.5
CC(=O)Nc1ccc(/C=C/c2nc3ccccc3o2)cc1	-3.2	-3.5	1.05	-0.2	1.14	-1.6	-4.6	7.1	-14.2
O=C(/C=C/c1ccco1)NC(=S)Nc1ccccn1	-3.4	3.4	0.716	-0.2	1.07	2.2	28.4	2.4	-7.1
Cc1onc(-c2ccccc2)c1-c1ccnn1S(=O)(=O)c1ccc(Cl)cc1	-5.6	4.1	0.99	5.6	1.14	-1.6	1.0	0.2	-13.6
Cc1cc(=O)oc2cc(OCC(=O)Nc3ccc(S(=O)(=O)N(C)C)cc3)ccc12	-1.6	3.6	0.919	1.5	1	-6.1	8.1	0.3	-0.1
Cc1cc(-c2nnnn2-c2cc(Cl)cc(Cl)c2)no1	-0.8	-4.2	1.04	1.2	1.02	-12.8	-3.7	-1.3	-2.3
CCCn1c(C)cc(C(=O)COC(=O)CN=C2NS(=O)(=O)c3ccccc32)c1C	0.0	-10.4	1.09	1.1	1.16	-4.7	-8.7	-0.5	-16.0
Cc1nnc(SCC(=O)N2c3ccccc3CC2C)s1 (stereo unspecified)	-5.1	3.7	1.04	-0.3	1.11	2.7	-3.6	-3.1	-11.0
Cn1c(-c2ccc3ccccc3n2)[n+](C)c2ccccc21	-5.5	0.3	1.06	0.5	0.978	-0.1	-6.2	0.5	2.2
Cc1ccc2c(n1)sc1c(-c3ccc(Br)cc3)c(C#N)c(N)nc12	0.0	-1.7	0.934	0.7	0.982	-2.1	6.6	2.1	1.8
COc1cc(C(C)=O)ccc1COc1ccc(C(=O)OC(C)C(=O)NC(N)=O)cc1OC (stereo unspecified)	-1.4	-1.6	1.06	0.4	0.993	-6.6	-6.4	-0.2	0.7
COc1cccc(CN2CC(C(=O)N3CCN(C(C)C)CC3)CCC2=O)c1 (stereo unspecified)	-2.2	-5.0	1.04	0.5	1.21	-5.0	-3.6	0.3	-21.0
O=S(=O)(Nc1cccc(-c2cn3ccsc3n2)c1)c1ccc(F)cc1	-3.0	-0.1	1.03	4.1	1.03	0.5	-3.5	-12.4	-3.2
Cc1cc(N2CCOCC2)nc2ccc(NC(=O)C3CCC(C)CC3)cc12 (stereo unspecified)	-3.9	3.6	1.19	-0.3	1.03	1.5	-18.5	-4.7	-3.2
CC/C(=C\c1oc2cc3ccccc3cc2[n+]1CC)Nc1ccccc1	-6.9	-1.2	0.971	15.0	0.836	-9.4	2.9	-0.7	16.4
Cc1ccc(OCc2cc(C(=O)N(C)Cc3nccn3C)no2)cc1C	-0.8	-0.3	0.933	-2.2	1.33	-2.9	6.7	-2.1	-32.8
Cc1ccc2cc(CCNC(=O)c3ccco3)c(=O)[nH]c2c1	-2.0	2.0	0.963	-0.3	0.971	-0.4	3.7	/	2.9
CCOC(=O)/C(=C/c1cn(C)c2ccccc12)NC(=O)c1ccccc1	-2.0	-4.8	0.928	1.8	0.863	-13.8	7.2	1.2	13.7
O=C(Nc1ccccc1)Nc1ccc(Oc2cccnc2)nc1	-2.9	-1.9	1.27	9.0	1.1	-10.5	-27.1	-16.7	-10.0
Cc1nnc(SCC(=O)Nc2ccc3c(c2)OCCO3)s1	0.8	-1.5	1.03	1.1	0.925	-2.7	-3.4	0.9	7.5
CCCc1ccc2oc(C(=O)N3CCC(COC)C3)c(C)c2c1 (stereo unspecified)	0.6	-7.4	0.996	-0.4	1.06	-4.2	0.4	-1.8	-5.9
Cc1c(C(=O)Nc2ccccn2)oc2ccc(Br)cc12	-3.5	2.2	0.87	-1.2	0.936	-1.2	13.0	-1.0	6.4
CCc1ccc(C2CC(=O)Nc3c2c(=O)nc2c(C)cccn32)cc1 (stereo unspecified)	3.2	2.3	1.06	-1.7	1.04	-19.7	-6.2	0.9	-3.6
O=C(CN1CCCCCC1)Nc1ccc(Oc2ccccc2)cc1	-3.8	-3.4	1.07	1.9	1.22	-9.5	-7.0	1.8	-22.1
COC(=O)c1sccc1NC(=O)c1c(C)noc1C	5.0	0.0	0.989	-1.0	0.95	-5.4	1.1	-0.2	5.0
CCCCCNCc1cccn1C	-0.4	1.5	0.949	0.0	0.871	9.9	5.1	-0.1	12.9
COc1ccc(S(=O)(=O)N2CCCCC2)cc1NC(=O)c1cc(C)on1	-2.0	4.2	0.827	0.3	0.873	1.2	17.3	-1.1	12.7
COc1ccccc1N1CCN(CC(O)COCCOc2ccc(Br)cc2)CC1 (stereo unspecified)	-0.6	-5.5	0.998	7.8	1.11	-3.5	0.2	-2.7	-10.9

Random excerpt: four entries already listed.
canonical_smiles	beta cell repl	A3A deaminase	mIAP activ	MPTP block	hIAP act	A3G deaminase	mIAP block	NR3A LBD binder	hIAP block
CCOC(=O)/C(=C/c1cn(C)c2ccccc12)NC(=O)c1ccccc1	-2.0	-4.8	0.928	1.8	0.863	-13.8	7.2	1.2	13.7
CCOc1ccc(S(=O)(=O)N2CCN=C2c2ccccc2)cc1	-0.3	-2.4	0.994	-0.2	0.9	-5.0	0.6	0.4	10.0
Cc1ccc(S(=O)(=O)N2CCN(C3CCC(c4ccccc4)CC3)CC2)cc1 (stereo unspecified)	-4.5	-2.8	0.953	/	0.838	-6.4	4.7	/	16.2
Cc1onc(-c2ccccc2)c1-c1ccnn1S(=O)(=O)c1ccc(Cl)cc1	-5.6	4.1	0.99	5.6	1.14	-1.6	1.0	0.2	-13.6

The listing continues.
canonical_smiles	beta cell repl	A3A deaminase	mIAP activ	MPTP block	hIAP act	A3G deaminase	mIAP block	NR3A LBD binder	hIAP block
O=C(COC(=O)C1(c2ccccc2)CC1)NNC(=O)c1ccccc1	0.8	2.0	0.927	-1.2	1.2	-5.0	7.3	-0.9	-20.3
CC(C)CN(CC(C)C)S(=O)(=O)N1CCC(C(=O)NC2CCCCCCC2)CC1	-2.3	-0.3	1.47	10.2	1.22	-6.0	-46.5	3.8	-21.7
O=S(=O)(c1ccc(Oc2ccc(-c3nnco3)cc2)nc1)N1CCC(Cc2ccccc2)CC1	-3.3	0.6	1.03	3.7	1.06	-10.4	-3.0	-0.8	-6.0
CCOC(=O)N1CCN(C(=O)CS(=O)Cc2nc(-c3ccc(C)cc3)oc2C)CC1 (stereo unspecified)	1.6	-2.7	0.939	-1.7	0.981	-6.0	6.1	1.1	1.9
Cc1ccc(C)c(OCCCC(=O)Nc2nccs2)c1	-1.1	-2.3	0.928	-5.7	0.905	-4.0	7.2	-2.7	9.5
COCCn1nnnc1C(c1cccs1)N1CCN(c2cc(C)ccc2C)CC1 (stereo unspecified)	-2.3	-4.8	1.08	1.9	1.1	-5.7	-7.7	0.8	-9.6
COc1ccccc1C/C(N)=N/OC(=O)c1ccc2c(c1)OCO2	-2.8	-3.7	0.937	-1.0	0.982	-12.9	6.3	-0.9	1.8
O=C(NCc1ccccc1)C1CCCN(S(=O)(=O)c2cccs2)C1 (stereo unspecified)	-2.2	0.9	1.1	-0.6	1.09	0.7	-10.2	-0.5	-9.0
